Source: PubChem BioAssay (National Center for Advancing Translational Sciences (NCATS))
SW480 rereplic = inducers of DNA re-replication in SW480 colon cancer cells. SW480 DNA re-replication, Hoechst DNA content imaging, 48 h. Potency, µM (top dose mostly 46.1 µM), for inactives: at the top dose re-replication activation, most hits filed as activators. hit rate 1.8% among 340,000. AID 624297; note: potency is the fitted concentration of half-maximal effect; % of control where 0% means no effect; nearly all actives have a fitted effect of over 55% in size
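Image-based read-out: total Hoechst fluorescence of nuclei (405 nm excitation, 500-530 nm emission), with hits raising the fraction of high-intensity nuclei. SW480 colon cells incubated 48 hr with compounds at 37 C.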
S2 tox = viability counter-screen for ATXN expression inhibitors. S2 cells (HEK-293 line with an ATXN2-luciferase reporter) viability, CellTiter-Fluor protease fluorescence, 24 h. Potency, µM (doses to about 56.7 µM), actives largely listed as cytotoxic. hit rate 0.49% among 400,000; note: potency is the fitted concentration of half-maximal effect; nearly all actives have a fitted effect of over 40% in size
KB-3-1 tox = KB-3-1 parental cell cytotoxicity. KB-3-1 viability, CellTiter-Glo ATP luminescence, 72 h. Potency, µM (series often up to 46.1 µM), inactives show top-dose activity change, negative = cytotoxic, most hits filed as cytotoxic. hit rate 1.4% among 400,000. AID 1347075; note: potency is the fitted concentration of half-maximal effect; % is set by controls: 0 for no effect and ±100 for the full control effect; nearly all actives have a fitted effect of over 60% in size
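Cytotoxicity in the drug-sensitive parental line KB-3-1 was scored as loss of CellTiter-Glo luminescence following 72 h incubation with compound. Values come from curve fitting of normalized concentration-response data.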
MCF10A rereplic = induces DNA re-replication in MCF 10a normal breast cells. MCF 10A DNA re-replication, Hoechst nuclear intensity, 48 h. Potency, µM (doses to about 46.1 µM), for the others: top-dose activity, positive = re-replication, most hits filed as activators. hit rate 2.9% among 350,000. AID 624296; note: potency is the fitted concentration of half-maximal effect; % of control where 0% means no effect; nearly all actives have a fitted effect of over 50% in size
HT1080NT lethal = kills 2HG-producing HT-1080-NT fibrosarcoma cells; AID 686970; Potency, µM (series often up to 46.1 µM), for the others: top-dose activity, negative = less viability, hits mostly cytotoxic; hit rate 1.6% among 360,000; HT-1080-NT fibrosarcoma viability, CellTiter-Glo ATP luminescence, 48 h;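 note: NT is the 2HG producing partner of a matched IDH1 knockdown line; potency is the fitted concentration of half-maximal effect; 0% = DMSO-treated cells and -100% = media-only wells without cells; nearly all actives have a fitted effect of over 55% in size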
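Fibrosarcoma NT cells, 750 per well in 5% FBS RPMI, were exposed to compound for 48 hours. Viability: CellTiter-Glo luminescence.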
IL-1B inflam inh = blocks inflammasome-driven IL-1 beta release. THP-1 LPS/ATP IL-1B secretion, AlphaLISA, 16 h; active compounds read low. activity change, % at 57.5 µM. AID 743279. hit rate 4.7% among 360,000; in the data active = activity change below about -50%; inconclusive = mostly about -30% to -49%; note: % is set by controls: 0 for no effect and ±100 for the full control effect
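THP-1 cells pretreated 1 hr with compounds (up to 57.5 uM final), then stimulated with LPS (250 ng/mL final) plus ATP (1.25 mM final); secreted IL-1B measured by AlphaLISA after 16 hr, decreased signal indicating inhibition.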
HepG2 tox = counter-screen for TGF-b inhibitors: cytotoxicity in HepG2 cells. HepG2 CAGA-GFP viability, ATP luminescence, 18 h. Potency, µM (top dose mostly 46.1 µM), for the others: at the top dose activity change, negative = cytotoxicity, most hits filed as cytotoxic. hit rate 0.76% among 410,000. AID 588856; note: potency is the fitted concentration of half-maximal effect; some results filed as inactive show a strong effect at the top dose
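CellTiter-Glo luminescence gave cytotoxicity after 18 hours at 37 degrees C. The cells were HepG2 CAGA-GFP in 1% FBS DMEM, stimulated with 500 pg/mL TGF-beta after compound addition. %Activity was normalised to no-cell wells (complete cell-killing) and DMSO (no toxicity), and curves were fitted and classified.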
ATXN2 expr inh = ATXN2 expression inhibition. HEK-293 ATXN2-luciferase reporter, luminescence, 24 h. Potency, µM (series often up to 57 µM), without a hit: at the highest dose activity change, negative = inhibition, usual class: inhibitors. hit rate 0.72% among 360,000; note: potency is the fitted concentration of half-maximal effect; % is set by controls: 0 for no effect and ±100 for the full control effect; nearly all actives have a fitted effect of over 55% in size
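ATXN2-luciferase reporter cells (luciferase flanked by upstream and downstream ATXN2 gene portions) were treated 24 h at 37 °C with compounds at up to 57 uM. SteadyGlo luminescence gave expression; GF-AFC fluorescence gave viability.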
HT1080 IDH1KD tx = toxicity to HT-1080 IDH1 knockdown cells (counter line) | HT-1080 IDH1 knockdown viability, ATP luminescence, 48 h | Potency, µM (highest dose often 46.1 µM), for the others: at the highest dose activity, negative = toxicity, most hits filed as cytotoxic | hit rate 2% among 360,000;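 note: potency is the fitted concentration of half-maximal effect; 0% = DMSO wells and -100% = cell-free medium wells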
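Using the IDH1-knockdown HT-1080 line run in the same batch and compound series as the NT line, viability after 48 h at 37 °C was determined by CellTiter-Glo luminescence and expressed as % activity.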
* marks the source's active call; other numbers are inactive results; i = inactive; ? = inconclusive; nt = not tested or not shown; & = joins results of further samples; [ ] = another dose, or the depositor's remark. Unless noted, calls come from the whole dose curve; as a rule, active = well fitted curve in the direction sought with a large enough effect; inconclusive = small, poorly fitted or top-dose-only effect, or another doubt; inactive = no such curve, though single readings can be large; an effect the other way counts as inactive or inconclusive.

Structure | HepG2 tox | ATXN2 expr inh | KB-3-1 tox | IL-1B inflam inh | SW480 rereplic | HT1080NT lethal | HT1080 IDH1KD tx | S2 tox | MCF10A rereplic
CC(c1ccccc1)n1cc(C(=O)NCC2CCCO2)nn1 (configuration not stated) | 1% | 3% | 16% | 4 | -3% | 14% | 7% | i | 4%
CCOC(=O)CNC(c1ccccc1)c1cc(Br)ccc1NC(=O)c1ccc(Cl)cc1 (configuration not stated) | 8% | -33% | -8% | nt | nt | nt | nt | ? | nt
Cc1ccn2c(C(=O)NN=C3CCCCCCC3)c(C)nc2c1 | 13% | 2% | 9% | 4 | -5% | 9% | 14% | i | 0%
CCN(CC)c1ccc(/C=N/NC(=O)c2ccc3nc[nH]c3c2)cc1 | -6% | 3% | -9% | -9 | -5% | -29% | ? | i | 15%
CC1(C(=O)Nc2ccc3c(c2)OCCO3)CN(S(C)(=O)=O)CC(=O)N1C1CCCCCC1 (configuration not stated) | nt | nt | 8% | -8 | nt | -4% | -4% | nt | nt
Cc1cc2nc3n(c2cc1C)CC1CC(C(=O)NCc2cccc(Br)c2)N(C)C31 (configuration not stated) | -9% | 11% | 19% | -6 | ? | 9% | 7% | i | 6%
Cc1ccc(N(Cc2cc3cc(C)ccc3[nH]c2=O)S(=O)(=O)c2ccccc2)cc1 | 8% | 4% | ? | -2 | 18µM* | -24% | -28% | i | ?
CCOc1ccc(NC(=O)Cn2c(=O)n(Cc3nc(-c4ccccc4)no3)c(=O)c3cc4c(cc32)OCO4)cc1 | -13% | -1% | 5% | nt | nt | nt | nt | i | nt
COc1ccccc1/C=C(/C(=O)OCC(=O)Nc1ccccc1C)c1ccccc1 | -18% | -5% | ? | -12 | -10% | -19% | -14% | i | 23%
COC(=O)CSc1nnc(-c2sc3cc(OC)ccc3c2Cl)n1C | -13% | -6% | 21% | -9 | 0% | 0% | 0% | i | -15%
Cc1ccc(S(=O)(=O)N(C)CC(=O)Nc2ccc(C)cn2)cc1 | 8% | 3% | 7% | -7 | -6% | 11% | 0% | i | 1%
COC(=O)c1cccc(C23CC4(C2)[C@H](CN(Cc2ccc(-c5ccccc5)cc2)[C@@H]4c2ccccc2)C3c2ccc(C(F)(F)F)cc2)c1 (some centres not stated) | -4% | 9% | 0% | 22 | 2% | 6% | 1% | i | 3%
Fc1cccc(Cc2noc(CN3CCN(C4CCc5ccccc5C4)CC3)n2)c1 (configuration not stated) | -3% | -9% | 12% | 23 | ? | -9% | -10% | i | ?
O=C(O)c1ccccc1SCC(=O)N1CCOCC1 | -3% | -5% | 13% | 49 | -18% | 18% | 10% | i | 11%
O=C(NCC(=O)N(c1ccccc1)C(C(=O)NC1CCCCC1)c1cccnc1)c1ccco1 (configuration not stated) | -40% | -6% | 11% | 17 | -5% | 14% | 16% | i | -2%
CC1CCCC(C)N1CCNC(=O)CCc1nnc2n(Cc3ccccc3)c(=O)c3ccccc3n12 (configuration not stated) | -11% | -13% | 4% | ? | -1% | -21% | -12% | i | 8%
C/C(=N\NC(=O)c1cccs1)C(C)(C)C | -3% | 53%[activator] | 6% | -15 | ? | 20% | 19% | i | 3%
Cc1ccc2[nH]c3c(NCc4ccccc4)ncnc3c2c1 | -12% | ? | -15% | -2 | -7% | -16% | -23% | i | ?
CCc1ccc(/C=C\C(=O)N2CCc3ccccc3C2)cc1 | -2% | 41%[activator] | 3% | ? | 5% | 17% | 21% | i | 6%
O=C(Cn1cc(C(=O)C(=O)N2CCOCC2)c2ccccc21)Nc1cccc(C(F)(F)F)c1 | -11% | nt | 1% | -17 | nt | -10% | -12% | i | nt
COc1cccc(NC(=O)CSc2nnc(Cc3cccs3)n2-c2ccc(C)cc2)c1 | -27% | ? | 19% | -19 | 2% | -9% | ? | i | 8%
COc1cccc(NC(=O)CCC2CCN(Cc3nccs3)CC2)c1 | -3% | 2% | 2% | 0 | -4% | -8% | -2% | i | 1%
CC(=O)Nc1nonc1-c1nnc(SCc2cccc(Br)c2)n1C | 3% | 5% | -5% | nt | nt | nt | nt | i | nt
Cc1cc(NS(=O)(=O)c2ccc(NS(=O)(=O)c3ccc(CC(C)C)cc3)cc2)nc(C)n1 | 4% | 6% | 4% | 58 | 20% | -13% | 2% | i | -4%
O=C(O)CNC(=O)c1ccc(NS(=O)(=O)c2ccc3ccccc3c2)cc1 | -18% | 6% | 0% | 8 | ? | 18% | 0% | i | -6%
COc1ccc2c(c1OC)C(=O)N(c1ccc(O)cc1)C2=O | 6% | 13% | 19% | 0 | -8% | 17% | 16% | i | 0%
COc1cc(N)c(Cl)cc1Cl | 13% | -3% | 8% | 7 | -13% | 8% | 10% | i | 16%
O=C(CCNS(=O)(=O)c1ccccc1)N1CCCC1 | 2% | 1% | 11% | 20 | -5% | 2% | 3% | i | -3%
CN(Cc1nc2ccccc2c(=O)[nH]1)C(=O)c1ccc(S(=O)(=O)N(C)C)cc1 | -2% | -1% | -26% | 27 | -2% | -3% | -19% | i | 3%
Cc1[nH]c2ccccc2c1/C=N/NC(=O)c1cc(-c2ccncc2)nc2ccccc12 | -18% | -23% | ? | 0 | 13µM* | ? | 4.6µM* | i | ?
Cc1ccc(S(=O)(=O)NCC(=O)N(CC(=O)NCC2CCCO2)CC2CCCO2)cc1 (configuration not stated) | 25% | -18% | 7% | -10 | -3% | -1% | 15% | i | -3%
CC(=O)c1ccc(-n2nnnc2SCC(=O)Nc2cccc(NC(=O)c3ccco3)c2)cc1 | -7% | 6% | -11% | 17 | -5% | -23% | ? | i | 4%
COCCCNS(=O)(=O)c1ccc2c3c(cccc13)C(=O)S2 | 2% | 2% | -2% | -19 | -5% | -13% | -19% | i | -2%
Cc1ccccc1S(=O)(=O)Cc1ccc(C(=O)NC2CCCCCC2)o1 | -12% | -21% | -5% | ? | 7% | -2% | -1% | i | 8%
COC(=O)NNC(=O)c1cccc(C)c1 | -16% | -5% | 0% | 12 | -3% | -3% | -3% | i | 0%
CN(CCCC(=O)N1CCN(c2ncccn2)CC1)S(=O)(=O)c1ccc(F)cc1 | -10% | nt | -19% | 5 | -8% | 3% | -2% | nt | 1%
CC1=NNC(=O)C1CCC(=O)N/N=C(\C)c1ccc(Cl)cc1 (configuration not stated) | 0% | 2% | 18% | 7 | -10% | 4% | 1% | i | -2%
Cc1ccc(NC(=O)CN(C)S(=O)(=O)c2cccc3cccnc23)c(C)c1 | 3%&10% | -19% | -1% | -10 | ? | -19% | 10% | i | -7%
Cc1nc2ncccn2c1-c1csc(Nc2ccc(S(N)(=O)=O)cc2)n1 | 14% | nt | 2% | -2 | -7% | 5% | 10% | ? | -4%
COc1ccccc1N1CCN(S(=O)(=O)c2ccc3[nH]c4c(c3c2)CCCC4)CC1 | 2% | -9% | 2% | nt | nt | nt | nt | i | nt
COc1ccccc1N1CCN(c2ncc3c(n2)CCN(Cc2ccccc2C)C3)CC1 | 2% | 8% | 1% | nt | nt | nt | nt | i | nt
Cc1ccccc1-c1nc(CN(C)C(C)c2ccon2)c(C)o1 (configuration not stated) | -3% | 0% | 4% | 20 | 2% | 8% | 0% | i | 9%
COc1cc(OC)cc(C(=O)Nc2cccc(-c3cn4cccnc4n3)c2)c1 | -16% | -11% | 4% | nt | nt | nt | nt | i | nt
COc1ccc(C2=C(C)C(=O)N(Cc3ccc(C(=O)Nc4ccc(C)c(C)c4)cc3)S2(=O)=O)cc1 | -8% | -5% | 0% | nt | nt | nt | nt | i | nt
COc1cccc(C(=O)c2c[nH]c(C(=O)NCCCN(C)C)c2)c1 | -10% | -15% | 13% | -4 | -2% | 1% | -2% | i | 2%
CCc1cc2c(=O)c(-c3nc4ccccc4n3C)c(COCC(=O)O)oc2cc1OC(=O)C(C)(C)C | -25% | 1% | 7% | 19 | ? | -24% | -18% | i | 20%
Cc1cc(NC(=O)CSc2nnc(Nc3ccccc3)s2)no1 | -4% | 0% | 9% | 18 | -5% | -6% | -2% | i | -8%
COC(=O)C1(CO)NC(c2ccc(C)cc2)C2C(=O)N(c3ccccc3)C(=O)C21 (configuration not stated) | -1% | 5% | -1% | 10 | 26% | 0% | 0% | i | 4%
CCOC(=O)N1CCC(=NNc2ccc(S(N)(=O)=O)cc2[N+](=O)[O-])CC1 | 2% | 11% | 19% | 36 | -3% | ? | -18% | i | -7%
O=C(Cn1cc([N+](=O)[O-])cn1)NCc1ccco1 | -1% | nt | -4% | 0 | -3% | 1% | 6% | i | -4%
C=CCSC1=C(C#N)C(c2ccccc2Cl)CC(=O)N1 (configuration not stated) | -26% | -15% | 3% | -25 | -6% | 3% | 7% | i | -4%
Cc1[nH]c2ccccc2c1C(=O)C(=O)N1CCN(C)CC1 | 21% | -12% | -17% | -3 | -5% | 23% | 24% | i | -4%
O=[N+]([O-])c1ccccc1S(=O)(=O)NCCSc1ccccc1 | -10% | 1% | -23% | 5 | -6% | 3% | 0% | i | -1%
COc1ccc(-c2nnc3ccc(SCC(=O)Nc4nc5ccccc5s4)nn23)cc1OC | -5% | 2% | 0% | 28 | 12% | -9% | -4% | i | 8%
COc1ccc(Cl)cc1NC(=O)Cn1c(=O)n(Cc2ccco2)c(=O)c2cccnc21 | 5% | -20% | 2% | nt | nt | nt | nt | i | nt
CN1C(=S)SC(N(O)C(=O)NC2CCCCC2)C1(C)C (configuration not stated) | 6% | 1% | 0% | 0 | -2% | 5% | 7% | i | -1%
CC(C)c1cc(C(=O)N2CCCC(N3CCN(c4ccccc4F)CC3)C2)nc(N)n1 (configuration not stated) | -7% | -1% | 14% | 27 | -8% | 1% | 4% | i | 7%
CN(C)S(=O)(=O)c1cccc(NC(=O)c2cc(-c3cccs3)nc3ccccc23)c1 | 1% | -3% | 21% | -3 | ? | 7% | 7% | i | ?
